Screening results (PubChem)
Wee1 stabilizer – blocks degradation of human Wee1 kinase; reporter increase, % at 5 µM; AID 1321; HeLa Luc-Wee1K328M stability, luciferase luminescence; 100% = proteasome inhibitor MG132 effect; hit rate 1.2% among 220,000;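 active = activation above the mean of all tested compounds plus 3 SD, set per screening run, cut at about 8.8% in these data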;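 note: cells exposed to compound for 20 h before luminescence read; 0% = DMSO alone and 100% = MG132 at 30 µM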
Target sequence (P30291 whole entry K328M): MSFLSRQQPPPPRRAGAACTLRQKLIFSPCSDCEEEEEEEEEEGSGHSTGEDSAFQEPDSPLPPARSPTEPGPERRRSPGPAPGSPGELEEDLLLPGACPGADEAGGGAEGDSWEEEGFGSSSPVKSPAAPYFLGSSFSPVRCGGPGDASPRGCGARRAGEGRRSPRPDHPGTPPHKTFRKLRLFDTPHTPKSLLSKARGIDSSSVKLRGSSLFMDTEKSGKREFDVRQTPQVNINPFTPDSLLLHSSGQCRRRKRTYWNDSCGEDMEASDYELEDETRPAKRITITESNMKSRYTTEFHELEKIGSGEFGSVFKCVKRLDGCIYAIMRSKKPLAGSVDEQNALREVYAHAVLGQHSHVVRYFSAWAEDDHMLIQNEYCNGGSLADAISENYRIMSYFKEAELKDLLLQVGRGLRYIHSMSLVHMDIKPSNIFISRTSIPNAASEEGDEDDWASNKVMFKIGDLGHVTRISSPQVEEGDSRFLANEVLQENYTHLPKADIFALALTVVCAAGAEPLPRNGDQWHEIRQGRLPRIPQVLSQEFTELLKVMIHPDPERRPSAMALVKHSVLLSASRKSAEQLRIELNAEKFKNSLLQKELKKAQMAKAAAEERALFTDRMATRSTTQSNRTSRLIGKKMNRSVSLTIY
zVAD death inh – L929 zVAD cell death inhibition. L929 zVAD necroptosis rescue, ATP luminescence, 24 h; with zVAD 60 µM. viability rescue, % at 10 µM. hit rate 0.38% among 220,000;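 active = activation, scaled between plate controls, above about 75%, limit read from the data; inactive = activation under that limit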;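 note: 0% = zVAD with DMSO and 100% = DMSO alone without zVAD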
TNF necrop inh – inhibitors of TNF-alpha induced necroptosis in Jurkat FADD-/- cells | Jurkat FADD-/- TNF necroptosis rescue, ATP luminescence, 24 h; 0 = TNF only, 100 = no-TNF cells | activation (protection from cell death), % at 10 µM | hit rate 0.068% among 220,000;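 active = activation, meaning protection from cell death, of at least 50% relative to plate controls; inactive = activation below 50%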;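 note: necroptosis triggered by 40 ng/mL TNF-alpha added together with compound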
FXIa inh 1536 – inhibitors of human coagulation factor XIa | purified FXIa, Boc-Glu-Ala-Arg-AMC fluorogenic substrate | inhibition, % at 5 µM | hit rate 0.14% among 220,000;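 active = inhibition of at least 40%; inactive = inhibition below 40%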;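 note: fluorescence of freed AMC excited at 355 nm; 0% = enzyme without compound and 100% = no enzyme blank; many of its hits are not listed in these tables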
FXIIa inh – inhibitors of human coagulation factor XIIa | P00748 | inhibition, % at 5 µM | AID 800 | hit rate 0.3% among 220,000 | purified FXIIa, Boc-QGR-AMC fluorogenic substrate, 2 h; in the data active = inhibition above about 40%;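 note: 0% = enzyme with no compound and 100% = blank without enzyme; many of its hits are not listed in these tables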
CHOP inh – CHOP inhibition in unfolded protein response; CHO-K1 CHOP-promoter luciferase, tunicamycin-induced, 15-18 h; inhibition, % at 10 µM; hit rate 3.8% among 220,000; AID 2732;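 active = compounds that reduced the stress-induced luciferase reporter signal by more than about 70% of percent inhibition, limit read from the data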;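 note: 0% = tunicamycin plus vehicle and 100% = wells without tunicamycin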
PPC-1+TRAIL kill – PPC-1 cancer cell killing with TRAIL present; PPC-1 cells + TRAIL, ATPLite viability luminescence; cell killing (% activity), % at 4 µM; hit rate 0.41% among 220,000; AID 1443;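 active = cell killing above 50% in the first pass at 4 µM, then a duplicate retest at 5 µM averaging 50% or more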;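 note: plate controls were cells with TRAIL plus DMSO for no effect and medium-only wells lacking cells for full effect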
EP2 antag – blocks the human prostaglandin E2 receptor EP2; P43116; hit rate 0.52% among 260,000; inhibition, % at 25 µM; C6 glioma cells expressing human EP2, cAMP TR-FRET; cells stimulated with saturating PGE2;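 active = percent inhibition above 40 after rounding to a whole number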;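 note: rat C6 glioma host cells with rolipram phosphodiesterase inhibitor present; the protocol text gives 20 µM as final concentration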
Target sequence (P43116 whole entry, looked up): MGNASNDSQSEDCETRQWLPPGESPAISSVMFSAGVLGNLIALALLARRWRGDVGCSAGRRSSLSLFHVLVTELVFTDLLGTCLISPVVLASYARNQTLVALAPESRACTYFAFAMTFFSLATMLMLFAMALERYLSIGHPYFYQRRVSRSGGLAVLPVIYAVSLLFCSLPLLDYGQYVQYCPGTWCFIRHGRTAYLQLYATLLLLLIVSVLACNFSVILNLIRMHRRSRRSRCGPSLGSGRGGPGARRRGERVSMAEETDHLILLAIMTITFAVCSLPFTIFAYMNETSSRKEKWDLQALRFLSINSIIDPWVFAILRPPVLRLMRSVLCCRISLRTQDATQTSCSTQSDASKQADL
Tb hexokinase – T. brucei hexokinase 1 inhibition | hit rate 0.11% among 220,000 | recombinant TbHK1, G6PDH-coupled NADH A340 | inhibition, % at 10 µM | AID 1430;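 active = inhibition of 50% or more in the single-dose primary screen; inactive = inhibition below 50%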
* = called active by the depositor; nt = no result given; & = joins results of further samples; [ ] = remark or other dose.

SMILES	Wee1 stabilizer	zVAD death inh	TNF necrop inh	FXIa inh 1536	FXIIa inh	CHOP inh	PPC-1+TRAIL kill	EP2 antag	Tb hexokinase
CC1CCCN(c2ccc(N)cc2C(N)=O)C1 (stereo unspecified)	-2	-0.6	0.2	-4	1	28	4	22&7	-7
C=CCn1c(=NC(=O)c2cccs2)sc2cccc(OC)c21	2	-0.7	-1.4	19	13	14	4	12	-6
CCC(=O)Nc1nc(-c2ccc3c(c2)CC(C)N3S(C)(=O)=O)cs1 (stereo unspecified)	1	11	-0.6	-4	6	-15	0	12	-1
COc1ccc(C(=O)NN2C(=O)C3C4C=CC(O4)C3C2=O)cc1 (stereo unspecified)	0	0.1	-3.4	6	19	-3	12	-5	-4
O=C(N/N=C1/CCSC1)c1cc(Br)ccc1O	-3	-3.4	-0.6	2	9	-5	45	4	-1
O=C(Nc1cccc([N+](=O)[O-])c1)C1C2CC/C=C\CCC21 (stereo unspecified)	-3	1.4	1.9	1	9	-7	-3	20	-1
CC(C)CC(c1nnnn1CC1CCCO1)N1CCN(c2nc3ccccc3s2)CC1 (stereo unspecified)	2	2.0	3.5	-10	-1	19	-1	7	-4
CN(C)c1ccc(NC(=O)CN2CCC(O)(c3ccccc3)CC2)cc1	0	20	0.7	-7	6	-2	9	10	-5
[O-][n+]1ccccc1SC/C=C/c1ccccc1	10*	-0.7	-2.2	9	8	-7	-14	3	7
CCN1CC(CN(C)Cc2cn(-c3ccc(C)cc3)nc2-c2ccc(F)cc2)CC1=O (stereo unspecified)	-2	0.9	1.5	-2	9	22	4	5	-9
CCOC(=O)c1sc(N(C)C)nc1-c1ccccc1	-2	-0.2	-2.3	7	14	10	17	21	-15
Cc1occc1-c1nnc(SCC(N)=O)o1	0	-0.2	0.4	-2	3	10	-12	6	2
COc1ccc(C(=O)OCC(=O)Nc2cc(C)c(C)cc2[N+](=O)[O-])cc1	4	0.5	3.1	-2	13	15	23	7	0
COc1ccc(CNC(=O)c2ccc(Cn3nc(C)c([N+](=O)[O-])c3C)o2)cc1	1	2.1	0.0	-3	6	-3	nt	14	-3
CCn1c(SCC(=O)Nc2nc(-c3ccccc3)cs2)nc2c1c(=O)n(C)c(=O)n2C	1	0.0	0.5	5	6	25	-5	9	-4
COc1ccc(C(=O)C[n+]2ccc3c(c2)nc(-c2cc(OC)c(OC)cc2OC)n3C)cc1	0	0.5	-1.8	-6	0	38	4	6	-15
CC1CN(Cc2nc3c(c(=O)[nH]c(=O)n3C)n2CC(N)=O)CC(C)O1 (stereo unspecified)	-2	0.0	-0.7	1	13	17	14	10	6
O=C(O)c1cccc(NC2=C(N3CCOCC3)C(=O)c3ccccc3C2=O)c1	-3	-0.1	-6.8	5	14	-3	2	5	-5
O=C(NCCc1c[nH]c2ccccc12)OCCSS(=O)(=O)O	1	1.6	0.2	-3	4	4	9	4	-7
Cc1nc(Cl)c(Cl)n1CCOc1ccccc1	5	1.0	4.2	4	4	4	19	6	-7
Cc1ccc(N/C=C/c2onc(C)c2[N+](=O)[O-])cc1	7	0.0	2.2	0	3	9	17	0	-18
COc1ccc(CC(NC(C)=O)C(=O)NC2CCN(c3ncccc3[N+](=O)[O-])CC2)cc1 (stereo unspecified)	-2	0.2	-0.2	-1	13	11	15	4	-8
COc1ccc(N(C(=O)CNC(=O)c2cccs2)C(C(=O)NCC2CCCO2)c2ccccc2)cc1 (stereo unspecified)	-3	-0.3	0.5	3	10	5	-2	6	11
O=C(CN1CCN(c2ccc([N+](=O)[O-])cc2Cl)CC1)N1CCOCC1	-2	0.2	3.9	4	8	2	-4	2	-29
CCCCNC(=O)CSc1nc2ccsc2c(=O)n1CCCC(=O)NCCc1ccc(S(N)(=O)=O)cc1	-1	2.7	2.0	-5	0	1	-9	4	-6
CCOc1cccc(-c2nnc3sc(-c4cccs4)nn23)c1	-1	8.6	-0.3	10	18	22	12	6	-9
C1=C(c2ccccc2)CCN(c2nc3ccccc3n3cnnc23)C1	-1	2.7	-0.6	-1	4	43	9	9	-7
O=C(NNS(=O)(=O)c1ccc(Cl)cc1)NC1CCCCC1	0	0.1	-2.8	3	5	33	16	9	-10
CC(C)[C@H](NC(=O)NCc1cccs1)C(=O)O	-2	1.1	-0.5	14	22	-21	8	10	-5
CCOc1ccc(CCNC(=O)c2cccc(N3CCCC3=O)c2)cc1OCC	0	0.4	0.2	-10	5	-3	-5	8	2
CC1(C)COC(c2ccc(F)c([N+](=O)[O-])c2)=N1	1	-0.9	-8.0	6	12	31	16	5	-4
Cc1ccc(-n2ncc3c(SCc4ccccc4)ncnc32)cc1	1	0.3	0.5	-1	25	13	0	2	1
C=CCn1c(=NC(=O)c2cccc(N3C(=O)CCC3=O)c2)sc2cccc(OC)c21	-1	0.2	-18	5	8	25	16	26	-44
Cc1nc(-c2coc3cc(OCC(=O)O)ccc3c2=O)cs1	-1	1.1	-2.9	-8	18	nt	45[5 µM]	7	-3
O=C(Cn1nnc2ccccc2c1=O)N[C@@H](Cc1c[nH]c2ccccc12)C(=O)O	-1	1.4	1.8	-1	6	8	9	9	23
O=C(CSc1nc2ccccc2c(=O)n1Cc1ccccc1)NCc1ccco1	-2	-0.4	-1.0	24	32	18	22	8	3
COc1ccc(CN(CC(=O)NCc2ccccc2)C(=O)c2csnn2)cc1	1	4.7	2.5	-3	-1	-4	-3	3	-1
COc1ccc(N2C(=O)[C@@H]3[C@H](C2=O)[C@H](C(=O)c2ccc(OC(C)=O)cc2)N2N=CC=C[C@@H]32)cc1	-1	0.3	1.5	-1	11	12	-1	9	20
O=C(NCc1nnc(SCC(=O)N2CCCc3ccccc32)n1-c1ccccc1)c1cccc2ccccc12	1	0.5	-4.3	1	10	38	12	6	-4
Cc1cc(-c2cccc([N+](=O)[O-])c2)nc2ccc3ccccc3c12	-1	0.1	-2.3	-1	-3	-23	22	7	1
CC1(C)CC(=O)C=C(NCc2ccc(C(=O)O)cc2)C1	-2	0.4	0.0	2	8	2	8	6	5
COc1ccc(Oc2nc(-c3ccccc3)ncc2S(=O)(=O)c2ccccc2)cc1	-1	-0.3	2.7	-2	7	73*	10	13	18
CC(C)c1ccc(NC(=O)CNCC(c2ccccc2)N(C)C)cc1 (stereo unspecified)	3	0.0	2.7	5	7	17	7	6	-2
CC(=O)N1CCCc2cc(S(=O)(=O)N3CCN(c4ccccn4)CC3)ccc21	0	-0.9	0.5	9	16	26	15	10	-2
CCOC(=O)/C(C#N)=C\c1ccc(O)c(OC)c1	-2	1.7	0.0	1	9	11	10	7	-2
N#Cc1ccc(C23CC4(C2)[C@H](CN(Cc2ccc(C(F)(F)F)cc2)[C@@H]4c2ccccc2)C3c2ccc(C(F)(F)F)cc2)cc1 (stereo partly specified)	nt	0.2	-0.6	4	9	-6	-33	15	-3
O=C(NCc1ccc2c(c1)OCO2)C1CCCN(S(=O)(=O)c2cccc3cccnc23)C1 (stereo unspecified)	-3	0.1	-3.6	3	10	30	-5	11	7
CCN1CCCC1CNC(=S)Nc1ccc(C(C)=O)cc1 (stereo unspecified)	-2	0.6	1.4	-14	10	-2	17	1	-4
O=C(O)/C=C/C(=O)Nc1ccccc1C(=O)Nc1ccccc1	0	0.8	0.3	1	16	24	14	12	-7
CC(C)OC(=O)COc1cc(O)c2c(=O)cc(-c3ccccc3)oc2c1	-2	0.5	2.2	3	4	18	0	3	-25
COc1ccc(C(=O)COC(=O)c2ccc(OC)c(OC)c2)cc1OC	0	2.1	2.8	-9	-23	75*	-12	15	0
O=C(Cn1nc(CNc2ccc(Cl)cc2)[n+]2c1CCCCC2)c1ccc(Cl)cc1	1	1.1	4.0	6	10	24	9	5	13
O=C(CSc1nnc(Cc2cccs2)n1C1CCCCC1)N1CCN(C(=O)c2ccco2)CC1	1	-0.1	-0.6	1	9	13	-7	10	11
Cc1cc(/C=N/NC(=O)C(O)(c2ccccc2)c2ccccc2)c(C)n1-c1ccccc1	4	-0.3	2.0	9	15	50	18	4	-14
Cc1ccnc2nc(C(=O)OCC(=O)N3CCc4ccccc43)nn12	-2	2.7	-0.5	1	15	6	12	2	4
Cn1ncc(C#N)c1/N=C/N(Cc1ccccc1)Cc1ccccc1	1	-1.1	-2.1	2	1	89*	-7	11	0
Cc1cccc(NC(=S)NNC(=O)COc2ccc(Cl)cc2Cl)c1	1	0.2	-1.3	3	7	31	-3	5	2
Cc1ccc(-n2ncc(C(=O)Nc3ccc(Cl)cc3)c2C2CCNCC2)cc1C	2	-0.1	2.4	-1	6	-1	23	12	0
CCOC(=O)c1cc2c(N)c(C(=O)c3cc(C#N)c(SC)nc3C)sc2nc1C	-4	0.7	-4.3	7	4	42	0	9	-7
N#Cc1cnn(-c2ccccc2)c1NC(=O)CN1CCOCC1	-2	0.7	0.9	10	4	-1	15	1	41

Reprinted from the part before: 5 compounds, followed by the next part.
SMILES	Wee1 stabilizer	zVAD death inh	TNF necrop inh	FXIa inh 1536	FXIIa inh	CHOP inh	PPC-1+TRAIL kill	EP2 antag	Tb hexokinase
Cn1ncc(C#N)c1/N=C/N(Cc1ccccc1)Cc1ccccc1	1	-1.1	-2.1	2	1	89*	-7	11	0
Cc1cccc(NC(=S)NNC(=O)COc2ccc(Cl)cc2Cl)c1	1	0.2	-1.3	3	7	31	-3	5	2
Cc1ccc(-n2ncc(C(=O)Nc3ccc(Cl)cc3)c2C2CCNCC2)cc1C	2	-0.1	2.4	-1	6	-1	23	12	0
CCOC(=O)c1cc2c(N)c(C(=O)c3cc(C#N)c(SC)nc3C)sc2nc1C	-4	0.7	-4.3	7	4	42	0	9	-7
N#Cc1cnn(-c2ccccc2)c1NC(=O)CN1CCOCC1	-2	0.7	0.9	10	4	-1	15	1	41
Cc1cccc(CCNC(=O)CC2C(=O)NCCN2CC2CCCCC2)n1 (stereo unspecified)	0	0.8	-1.0	0	8	2	9	5	-4
O=C(O)c1nn(-c2ccccc2)nc1-c1nn(-c2ccccc2)nc1C(=O)O	3	-0.1	-0.4	2	13	1	-14	11	7
CCCCCOc1ccc(Cl)cc1CN1CCOCC1	-3	-0.6	-0.3	5	8	68	-22	11	-15
COc1ccc([N+](=O)[O-])cc1NC(=O)Cc1noc2ccccc12	1	1.3	1.6	-4	4	4	-12	4	-3
CCCCCCNC(=O)CC(c1ccccc1)c1cc(Br)ccc1O (stereo unspecified)	3	0.5	-2.9	9	12	101*	14	15	19
COc1cc2c(cc1NC(=O)C(C)Sc1ccc(NC(C)=O)cc1)oc1ccccc12 (stereo unspecified)	-2	2.8	3.4	20	23	11	8	8	-18
Cc1ccc(NC(=O)CCCc2ccccc2)nc1	-2	27	5.6	-3	5	6	-3	9	2
O=C(Cc1cccc2ccccc12)N1CCCc2ccccc21	2	0.4	-0.6	1	14	12	27	12	10
CC(C)c1ccc(C(=O)N/N=C/c2cccc(Cl)c2Cl)cc1	2	-0.2	-5.3	-4	9	18	22	28	5
Cc1ccc2c(c1)NC(=O)C(CC(=O)NCCN(CC(C)C)CC(C)C)O2 (stereo unspecified)	-1	1.3	-0.3	-4	3	1	15	5	-7
CCCc1nc(Cl)c(C#N)c2c1CCCC2	0	-0.4	0.9	5	12	60	1	7	-4
Cc1ccc(Cl)cc1NC(=S)NN	-1	0.2	1.7	6	2	-10	13	5	44
COc1cccc(-c2nc(CS(=O)(=O)CC(=O)NCc3ccccc3OC)c(C)o2)c1	3	0.5	-1.1	-11	-5	18	nt	9	0

These rows are one share of the data (hit frequency here may not be typical).
